HepG2 viability – kills HepG2 cells in TGF-b inhibitor counter-screen | hit rate 0.76% among 410,000 | Potency, µM (titrated, usually from 46.1 µM), for the others: top-dose activity change, negative = cytotoxicity, actives largely listed as cytotoxic | HepG2 CAGA-GFP viability, ATP luminescence, 18 h; note: some results filed as inactive show a strong effect at the top dose
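CellTiter-Glo luminescence gave cytotoxicity after 18 hours at 37 degrees C. The cells were HepG2 CAGA-GFP in 1% FBS DMEM, stimulated with 500 pg/mL TGF-beta after compound addition. %Activity was normalised to no-cell wells (complete cell-killing) and DMSO (no toxicity), and curves were fitted and classified.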
Nrf2 ARE act – activates Nrf2 signaling. AREc32 ARE-luciferase reporter (MCF7-derived line), luminescence, 24 h. hit rate 0.31% among 410,000. Potency, µM (titrated, usually from 46.1 µM), for the others: at the top dose activation, actives largely listed as activators. AID 624171; note: % of control where 0% means no effect; nearly all actives have a fitted effect of over 65% in size
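Quantitative high-throughput format: AREc32 reporter cells, 1000 per well, received compound by pin transfer and were incubated 24 hr at 37 deg C, 5% CO2, before Steady-Glo luminescence detection.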
ATXN2 expr inh – inhibitors of ATXN2 expression; HEK-293 ATXN2-luciferase reporter, luminescence, 24 h; AID 1745845; Potency, µM (series often up to 57 µM), without a hit: at the highest dose activity change, negative = inhibition, actives largely listed as inhibitors; hit rate 0.72% among 360,000; note: % is set by controls: 0 for no effect and ±100 for the full control effect; nearly all actives have a fitted effect of over 55% in size
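ATXN2-luciferase reporter cells (luciferase flanked by upstream and downstream ATXN2 gene portions) were treated 24 h at 37 °C with compounds at up to 57 uM. SteadyGlo luminescence gave expression; GF-AFC fluorescence gave viability.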
Nrf2 block – blocks Nrf2 signaling; A549 ARE-Fluc reporter, luciferase luminescence, 18-24 h; Potency, µM (highest dose often 46 µM), without a hit: at the highest dose activity change, negative = inhibition, hits mostly inhibitors; hit rate 2.1% among 360,000; AID 504444; note: % is set by controls: 0 for no effect and ±100 for the full control effect; nearly all actives have a fitted effect of over 60% in size
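Nrf2 function is reported as luminescence of an ARE-controlled luciferase in A549 cells. Compounds were tested at several concentrations, and a CellTiter-Fluor read on the same wells flagged cytotoxicity.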
MCF10A rerep – induces DNA re-replication in MCF 10a normal breast cells; MCF 10A DNA re-replication, Hoechst nuclear intensity, 48 h; Potency, µM (titrated, usually from 46.1 µM), for the others: at the highest dose activity, positive = re-replication, actives largely listed as activators; hit rate 2.9% among 350,000; AID 624296; note: % of control where 0% means no effect; nearly all actives have a fitted effect of over 50% in size
ATXN viability – viability counter-screen for ATXN expression inhibitors. S2 cells (HEK-293 line with an ATXN2-luciferase reporter) viability, CellTiter-Fluor protease fluorescence, 24 h. Potency, µM (doses to about 56.7 µM), most hits filed as cytotoxic. hit rate 0.49% among 400,000. AID 651635; note: nearly all actives have a fitted effect of over 40% in size
A549 tox – kills or reduces viability of A549 cells in Nrf2 counter-screen; A549 ARE-Fluc cells, CellTiter-Fluor viability, 18-24 h; Potency, µM (doses to about 46 µM), inactives show top-dose activity change, negative = cytotoxicity, actives largely listed as inhibitors; hit rate 0.16% among 390,000; AID 504648; note: % is set by controls: 0 for no effect and ±100 for the full control effect
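A549 ARE-Fluc cells in 5% FBS OPTI-MEM, 5000 cells/well, rested 2 h then exposed to compounds in concentration-response for 18-24 h at 37 °C. Viability by CellTiter-Fluor fluorescence (Ex 405/Em 525) after 30 min; luciferase luminescence (BugLite, 15 min, RT) read afterwards.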
TGFb SMAD3 inh – blocks TGF-b signaling; HepG2 CAGA-GFP TGF-b/SMAD3 reporter, GFP fluorescence, 18 h; TGF-beta stimulated, 500 pg/mL final; Potency, µM (top dose mostly 46.1 µM), without a hit: top-dose activity, negative = inhibition, most hits filed as inhibitors; hit rate 1.2% among 410,000; AID 588855; note: % is set by controls: 0 for no effect and ±100 for the full control effect; nearly all actives have a fitted effect of over 65% in size
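Inhibition of TGF-beta-driven CAGA-GFP reporter expression in HEPG2 cells is measured by cellular GFP fluorescence after 18 h stimulation with 500 pg/mL recombinant TGF-beta in 1% FBS medium at 37 degrees C.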
EPAC2 antag – antagonists of human EPAC2; Q8WZA2; EPAC2 GEF exchange of Rap1B-BODIPY-GDP, fluorescence; Potency, µM (doses to about 114 µM), inactives show at the top dose activity, negative = inhibition, usual class: inhibitors; hit rate 0.18% among 360,000; AID 720708; note: % is set by controls: 0 for no effect and ±100 for the full control effect; nearly all actives have a fitted effect of over 45% in size; many of its hits are not listed in these tables
Target sequence (Q8WZA2 whole entry, looked up): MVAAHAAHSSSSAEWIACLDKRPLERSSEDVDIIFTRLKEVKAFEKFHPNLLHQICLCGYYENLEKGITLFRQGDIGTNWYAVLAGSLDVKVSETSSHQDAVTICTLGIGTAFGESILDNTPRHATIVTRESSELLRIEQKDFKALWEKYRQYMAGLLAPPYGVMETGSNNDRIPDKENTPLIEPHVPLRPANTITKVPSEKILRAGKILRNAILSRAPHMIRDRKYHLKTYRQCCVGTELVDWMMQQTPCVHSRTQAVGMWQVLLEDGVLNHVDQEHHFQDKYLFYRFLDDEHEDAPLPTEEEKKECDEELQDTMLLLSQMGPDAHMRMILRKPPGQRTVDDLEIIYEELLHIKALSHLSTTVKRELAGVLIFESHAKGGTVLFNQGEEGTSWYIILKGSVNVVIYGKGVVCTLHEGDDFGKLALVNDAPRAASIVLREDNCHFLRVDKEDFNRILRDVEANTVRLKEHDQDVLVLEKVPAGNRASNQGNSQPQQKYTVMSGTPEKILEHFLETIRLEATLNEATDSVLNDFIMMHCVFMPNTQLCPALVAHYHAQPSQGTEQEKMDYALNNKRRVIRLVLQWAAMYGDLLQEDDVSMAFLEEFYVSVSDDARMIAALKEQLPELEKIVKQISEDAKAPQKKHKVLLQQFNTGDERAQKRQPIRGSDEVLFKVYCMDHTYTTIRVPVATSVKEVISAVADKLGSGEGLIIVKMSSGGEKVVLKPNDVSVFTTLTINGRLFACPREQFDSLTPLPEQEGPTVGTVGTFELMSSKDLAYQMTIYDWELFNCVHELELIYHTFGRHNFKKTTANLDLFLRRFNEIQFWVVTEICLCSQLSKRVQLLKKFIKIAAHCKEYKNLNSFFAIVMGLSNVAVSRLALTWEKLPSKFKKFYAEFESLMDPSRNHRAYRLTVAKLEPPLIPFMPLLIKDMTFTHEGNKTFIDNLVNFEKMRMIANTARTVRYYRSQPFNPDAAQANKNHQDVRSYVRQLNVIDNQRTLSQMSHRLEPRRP
Active calls of the source: *; i = inactive; ? = inconclusive; . = no result given; [ ] = another dose, or the depositor's remark. Calls come from the whole dose curve; as a rule, active = well fitted curve in the direction sought with a large enough effect; inconclusive = small, poorly fitted or top-dose-only effect, or another doubt; inactive = no such curve, though single readings can be large; an effect the other way counts as inactive or inconclusive. Potency is the fitted concentration of half-maximal effect. A portion of the library, so the mix of outcomes need not match the whole.

SMILES	HepG2 viability	Nrf2 ARE act	ATXN2 expr inh	Nrf2 block	MCF10A rerep	ATXN viability	A549 tox	TGFb SMAD3 inh	EPAC2 antag
COc1ccc(N2CCN(C(=O)NCc3ccc(OC)c(OC)c3)CC2)cc1	-13%	-0.5%	-18%	?	6%	i	1%	2%	-1%
COc1cc(C(C(=O)NC(C)(C)C)N(Cc2ccc3c(c2)OCO3)C(=O)c2cnccn2)cc(OC)c1OC (configuration not stated)	10%	0.0%	-7%	10%	?	i	-2%	-4%	15%
O=C(c1ccco1)c1cn[nH]c1-c1ccc(Cl)cc1O	-4%	?	-22%	3%	0%	i	2%	-34%	-8%
CCOC(=O)N1CCN(Cc2cn[nH]c2-c2cc3ccccc3o2)CC1	-28%	-0.5%	-6%	3%	-8%	i	2%	-15%	-3%
CCOC(=O)c1ccc(N2C(=O)c3n[nH]c(C)c3C2c2ccc(OC)cc2)cc1 (configuration not stated)	-26%	3.0%	-1%	?	?	i	-17%	3%	-14%
Cc1nnc2sc(SCc3ccccc3Cl)nn2c1=O	15%	-0.9%	-16%	2%	-1%	i	-2%	1%	5%
Fc1ccc(C(Nc2ccccn2)c2c[nH]c3ccccc23)cc1 (configuration not stated)	-29%	?	.	12%	2%	?	6%	?	45µM*
CCSc1nc(O)cc(=O)n1CC	12%	0.0%	16%	7%	0%	i	1%	13%	-1%
CCN(C(=O)CSc1nc2ccc(O)cc2c(=O)n1-c1ccc(OC)c(OC)c1)C1CCS(=O)(=O)C1 (configuration not stated)	6%	0.3%	16%	6%	-6%	i	0%	2%	-4%
CCCCOc1ccc(/C(O)=C2/C(=O)C(=O)N(CCCOC)C2c2ccncc2)cc1 (configuration not stated)	-36%	0.2%	0%	5%	-1%	i	-6%	-1%	-3%
COc1ccc(C2C=C(c3ccc(F)cc3)NC(=S)N2)cc1OC (configuration not stated)	-10%	8.9%	.	-10%	-5%	i	1%	-19%	-3%[57.1 µM]
COC(=O)NCC(C)OC(=O)Nc1cccc(Cl)c1 (configuration not stated)	15%	-0.2%	7%	14%	0%	i	0%	31%	1%
O=C1C(=O)N(CCN2CCCCC2)c2ccccc21	13%	-0.6%	3%	-1%	4%	i	1%	10%	0%
COc1ccc2sc(N(Cc3cccnc3)C(=O)CCc3ccccc3)nc2c1	-25%	2.2%	.	.	.	.	-24%	-32%	.
O=C(CSc1nccc(=O)[nH]1)NC1CCCCCCC1	1%	2.3%	-2%	10%	1%	i	-4%	0%	-3%
COC(=O)c1ccc(CSc2nc3c(cnn3-c3ccc(Cl)cc3)c(=O)[nH]2)o1	-2%	0.6%	-1%	-18%	?	i	1%	6%	4%
Cc1ccc(S(=O)(=O)c2nc(-c3ccccc3)oc2NCCCN2CCOCC2)cc1	-13%	-0.1%	3%	-19%	0%	i	5%	-5%	1%
Cc1c(Nc2nc3ccccc3nc2NS(=O)(=O)c2cccc(Cl)c2)c(=O)n(-c2ccccc2)n1C	7%	-0.1%	-3%	?	?	i	-1%	0%	0%
COc1ccc(-c2cccc(-c3cc(=O)oc4cc5c(cc34)OCO5)c2)cc1	-1%	0.5%	7%	22%	?	i	1%	6%	2%
COc1ccc(C(=O)COC(=O)c2ccc3ccccc3n2)cc1	2%	0.0%	2%	-1%	6%	i	0%	11%	4%

Three of these compounds, reformatted:
smiles,HepG2 viability,Nrf2 ARE act,ATXN2 expr inh,Nrf2 block,MCF10A rerep,ATXN viability,A549 tox,TGFb SMAD3 inh,EPAC2 antag
O=C(c1ccco1)c1cn[nH]c1-c1ccc(Cl)cc1O,-4%,?,-22%,3%,0%,i,2%,-34%,-8%
CCOC(=O)N1CCN(Cc2cn[nH]c2-c2cc3ccccc3o2)CC1,-28%,-0.5%,-6%,3%,-8%,i,2%,-15%,-3%
CCOC(=O)c1ccc(N2C(=O)c3n[nH]c(C)c3C2c2ccc(OC)cc2)cc1 (configuration not stated),-26%,3.0%,-1%,?,?,i,-17%,3%,-14%

The list goes on:
SMILES	HepG2 viability	Nrf2 ARE act	ATXN2 expr inh	Nrf2 block	MCF10A rerep	ATXN viability	A549 tox	TGFb SMAD3 inh	EPAC2 antag
CCN(CCCNC(=O)C1CCC(=O)N1Cc1ccccc1Cl)c1cccc(C)c1 (configuration not stated)	-6%	-0.4%	-8%	-7%	3%	i	-1%	-22%	2%
CN(Cc1cnccn1)C(=O)CC1C(=O)NCCN1Cc1cccc(Oc2ccccc2)c1 (configuration not stated)	10%	-0.1%	.	1%	-1%	i	12%	-7%	2%
CCCCNC(=S)NC(=O)c1ccccc1Br	11%	2.6%	55%[activator]	30%	-3%	i	16%	-4%	9%
C/C=C1\COC(C(=O)NCc2ccccn2)(C(F)(F)F)C=C1C=C(C)C (configuration not stated)	-24%	.	.	13%	.	.	4%	-7%	.
Cn1nnnc1SCC(=O)Nc1ncc(C(F)(F)F)cc1Cl	-3%	-0.1%	3%	4%	-3%	i	5%	2%	-5%
CC1CN(C(=O)c2cc3cc(Cl)cc(Cl)c3oc2=O)CC(C)O1 (configuration not stated)	17%	1.9%	-16%	18%	?	i	14%	8%	12%
C=CCn1c(=O)c2ccccc2n2c(SC(C)C(N)=O)nnc12 (configuration not stated)	-17%	-0.7%	1%	?	?	i	15%	2%	0%
COc1ccc(S(=O)(=O)N2CCCCCC2)cc1C(=O)N(C)Cc1ccc(OC)c(OC)c1OC	-6%	-0.4%	7%	12%	0%	i	1%	-29%	-3%
CC1CC(C)CN(CCCNC(=O)Cn2cccc2C(=O)c2ccccc2)C1 (configuration not stated)	-30%	-0.2%	.	9%	0%	i	-2%	-2%	7%
O=C(/C=C/c1ccco1)Nc1cccc(C(=O)Nc2ccccc2C(=O)O)c1	7%	?	7%	-14%	8%	i	-6%	2%	-9%
Cc1ccc(C(=O)N2CCN(c3ccc(F)cc3)CC2)cc1NC(=O)c1nsc2ccccc12	4%	5.1%	8%	.	.	i	-4%	?	.
O=C(Nc1ccc2oc(-c3ccncc3)nc2c1)c1ccc(F)cc1	-3%	-0.9%	-23%	?	0%	i	0%	-21%	3%
COc1cc2c(cc1OC)C(c1ccc([N+](=O)[O-])cc1)NC(=O)C2 (configuration not stated)	2%	0.3%	.	4%	-6%	i	11%	17%	1%
Cc1ccccc1C(=O)Nc1ccc(N2CCCCCC2)cc1	-1%	0.4%	34%[activator]	?	18µM*	?	?	5%	16%
CCc1cccc(NC(=O)C2CCN(S(=O)(=O)c3cccs3)CC2)c1	-24%	0.2%	-10%	-17%	-4%	i	0%	-29%	0%
O=C(CN1CCN(c2ccccc2O)CC1)NCCCc1ccccc1	-19%	4.3%	.	-6%	-8%	i	2%	9%	-5%
COc1cc2c(cc1OC)C(C)N(S(=O)(=O)c1ccc(C)cc1)CC2 (configuration not stated)	-23%	0.2%	.	-9%	-1%	i	0%	-15%	-2%
CC(C)(C)CC(=O)NC(=S)NCc1ccccc1	-36%	3.4%	14%	10%	?	?	8%	?	-5%
O=C(NCCc1csc(-c2ccccc2)n1)c1c(F)cccc1F	-22%	-0.6%	-26%	?	12%	i	-3%	-11%	1%
Cc1nc2ccc(S(=O)(=O)NC(C(=O)NCc3ccc(Cl)cc3)C(C)C)cc2s1 (configuration not stated)	-7%	0.2%	0%	-18%	.	i	-3%	-16%	.

Shown with each value named: entries from further up.
CN(Cc1cnccn1)C(=O)CC1C(=O)NCCN1Cc1cccc(Oc2ccccc2)c1 (configuration not stated)
- HepG2 viability: 10%
- Nrf2 ARE act: -0.1%
- ATXN2 expr inh: .
- Nrf2 block: 1%
- MCF10A rerep: -1%
- ATXN viability: i
- A549 tox: 12%
- TGFb SMAD3 inh: -7%
- EPAC2 antag: 2%
CCCCNC(=S)NC(=O)c1ccccc1Br
- HepG2 viability: 11%
- Nrf2 ARE act: 2.6%
- ATXN2 expr inh: 55%[activator]
- Nrf2 block: 30%
- MCF10A rerep: -3%
- ATXN viability: i
- A549 tox: 16%
- TGFb SMAD3 inh: -4%
- EPAC2 antag: 9%
C/C=C1\COC(C(=O)NCc2ccccn2)(C(F)(F)F)C=C1C=C(C)C (configuration not stated)
- HepG2 viability: -24%
- Nrf2 ARE act: .
- ATXN2 expr inh: .
- Nrf2 block: 13%
- MCF10A rerep: .
- ATXN viability: .
- A549 tox: 4%
- TGFb SMAD3 inh: -7%
- EPAC2 antag: .
Cn1nnnc1SCC(=O)Nc1ncc(C(F)(F)F)cc1Cl
- HepG2 viability: -3%
- Nrf2 ARE act: -0.1%
- ATXN2 expr inh: 3%
- Nrf2 block: 4%
- MCF10A rerep: -3%
- ATXN viability: i
- A549 tox: 5%
- TGFb SMAD3 inh: 2%
- EPAC2 antag: -5%

Following part:
SMILES	HepG2 viability	Nrf2 ARE act	ATXN2 expr inh	Nrf2 block	MCF10A rerep	ATXN viability	A549 tox	TGFb SMAD3 inh	EPAC2 antag
COc1ccc(N2C(=O)CCC2=O)cc1	1%	-0.8%	3%	6%	16%	i	-11%	12%	9%
CC(C(=O)Nc1ccc(OC(F)(F)F)cc1)N1Cc2ccccc2C1=O (configuration not stated)	-11%	1.8%	.	-26%	.	.	-1%	-6%	.
CC(NC(=O)CCl)c1ccc(Cl)c(Cl)c1 (configuration not stated)	18µM*	?	?	-14%	?	?	0%	?	2%
O=C(CSc1nc2ccccc2c(=O)[nH]1)N1CCCCC1	-4%	-0.4%	20%	-4%	-7%	i	-14%	5%	20%
O=C(Cc1ccc(Cl)c(Cl)c1)Nc1ccc(S(=O)(=O)Nc2ncccn2)cc1	-16%	-0.4%	1%	0%	-1%	i	-6%	-11%	?
N=C1SCC(=O)N1c1ncc(Cc2ccccc2Cl)s1	-20%	23%	?	?	18µM*	?	-9%	?	4%
CC(=O)NC12CC3CC(C1)CC(C(=O)N1CCN(S(=O)(=O)c4ccccc4C#N)CC1)(C3)C2	9%	0.0%	5%	5%	?	i	0%	6%	1%
CC(C)(C)c1ccc(-c2nnc3sc(-c4ccccn4)nn23)cc1	-5%	-0.4%	20%	-4%	?	i	-10%	-14%	9%
COC(=O)c1ccc(Cn2cc(Cl)cn2)o1	-26%	0.7%	3%	-3%	?	i	0%	0%	2%
